Screening results as filed in PubChem.
PPC-1+TRAIL kill: compounds killing PPC-1 cancer cells with TRAIL present, primary screen, TRAIL potentiator project, ATPLite luminescence, uHTS; PPC-1 cells + TRAIL, ATPLite viability luminescence; cell killing (% activity), % at 4 µM; 0.41% of 220,000 active; AID 1443, 2008;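 active means cell killing above 50% in the first pass at 4 µM, then a duplicate retest at 5 µM averaging 50% or more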;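 further: plate controls were cells with TRAIL plus DMSO for no effect and medium-only wells lacking cells for full effect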
TRPML3 agonist: human TRPML3 channel agonists, primary screen, cell-based, HEK293 TRPML3-YFP, Fluo-8 calcium fluorescence, 3 µM. activation, % at 3 µM. AID 1448, 2008. 100% = the carbachol control signal. Mucolipin-3 (Homo sapiens), Q8TDD5. 0.29% of 220,000 active;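 active means activation above its plate's cutoff, the mean activation of the plate's test wells plus 3 SD, cut at about 12% in these data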;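 further: 0% = DMSO only wells and 100% = carbachol wells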
Target sequence (Q8TDD5 whole entry, looked up): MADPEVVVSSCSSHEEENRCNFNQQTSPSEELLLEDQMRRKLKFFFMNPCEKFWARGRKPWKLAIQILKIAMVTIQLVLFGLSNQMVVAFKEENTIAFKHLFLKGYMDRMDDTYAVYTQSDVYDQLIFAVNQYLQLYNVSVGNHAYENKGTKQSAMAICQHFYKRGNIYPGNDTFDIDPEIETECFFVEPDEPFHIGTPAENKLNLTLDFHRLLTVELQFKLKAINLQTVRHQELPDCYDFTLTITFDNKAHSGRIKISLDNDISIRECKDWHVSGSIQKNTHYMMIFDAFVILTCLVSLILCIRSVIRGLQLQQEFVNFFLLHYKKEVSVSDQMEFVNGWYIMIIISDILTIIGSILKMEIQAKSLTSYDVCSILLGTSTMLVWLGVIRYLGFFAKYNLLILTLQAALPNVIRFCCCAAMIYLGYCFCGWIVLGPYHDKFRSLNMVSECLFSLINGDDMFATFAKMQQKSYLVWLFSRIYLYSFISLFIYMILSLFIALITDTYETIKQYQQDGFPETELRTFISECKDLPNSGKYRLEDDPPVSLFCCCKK
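system = HEK293 cells stably carrying human TRPML3-YFP | doses = one concentration, 3 µM nominal, 0.3% DMSO | timing = dye loading 1 h 37 °C then 30 min ambient, 125 s read | detection = Fluo-8 calcium dye fluorescence, ex 470-495, em 515-575 nm | benchmarks = high control carbachol 87 µM, low control DMSO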
TNF necrop inh: inhibitors of TNF-alpha triggered necroptosis, primary screen, cell-based, Jurkat FADD-/-, single concentration | Jurkat FADD-/- TNF necroptosis rescue, ATP luminescence, 24 h; 0 = TNF only, 100 = no-TNF cells | activation (protection from cell death), % at 10 µM | 0.068% of 220,000 active;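 active means activation, meaning protection from cell death, of at least 50% relative to plate controls; inactive means activation below 50%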;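 further: necroptosis triggered by 40 ng/mL TNF-alpha added together with compound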
RBBP9 inhibitor: human RBBP9 inhibitors, primary screen, biochemical, fluorescence polarization, FP-Rh probe, HTS; AID 1515, 2009; Serine hydrolase RBBP9 (Homo sapiens), O75884; recombinant RBBP9; 0.2% of 220,000 active; inhibition, % at 7.94 µM;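 active means inhibition above the campaign mean of all tested compounds plus 3 SD, cut at about 14% in these data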;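 further: plate controls were DMSO wells with RBBP9 for no effect and wells lacking RBBP9 protein for full effect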
Target sequence (O75884 whole entry, looked up): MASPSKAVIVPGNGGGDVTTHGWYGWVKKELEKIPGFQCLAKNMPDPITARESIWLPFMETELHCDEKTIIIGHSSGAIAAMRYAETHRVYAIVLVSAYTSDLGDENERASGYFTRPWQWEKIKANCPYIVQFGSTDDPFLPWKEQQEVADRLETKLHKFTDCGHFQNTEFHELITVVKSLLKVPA
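Test system: recombinant human RBBP9. Quantity: 2.5 µM RBBP9 dispensing solution, before mixing. Detection: FP readout at 525/598 nm. Reagent: Serine-hydrolase probe FP-Rh, 375 nM pre-mixing. Measure: % inhibition. Control set: DMSO-treated enzyme wells and wells lacking RBBP9. Buffer or medium: Tris-NaCl-Pluronic buffer, pH 8.0. Times: preincubation 30 min plus labeling 45 min at 25 °C.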
Ba/F3 V617F tox: reduced viability of JAK2V617F-dependent Ba/F3 cells, primary screen, JAK2V617F inhibitor project, cell-based, Ba/F3 EpoR-JAK2V617F, luminescence. ATP luminescence. inhibition, % at 5.6 µM. 1.1% of 220,000 active. AID 1446, 2008;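 active means inhibition above the campaign mean plus 3 SD over all tested compounds, cut at about 24% in these data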;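 further: cytokine-independent growth of Ba/F3 cells driven by EpoR plus mutant JAK2; 0% = DMSO-treated cells and 100% = JAK inhibitor I control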
CHOP inhibitor: inhibitors of CHOP promoter induction, primary screen, cell-based, unfolded protein response, luciferase reporter. CHO-K1 CHOP-promoter luciferase, tunicamycin-induced, 15-18 h. 3.8% of 220,000 active. AID 2732, 2010. inhibition, % at 10 µM;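 active means compounds that reduced the stress-induced luciferase reporter signal by more than about 70% of percent inhibition, limit read from the data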;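 further: 0% = tunicamycin plus vehicle and 100% = wells without tunicamycin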
zfTRPN1 agonist: zebrafish TRPN1 channel agonists, primary screen, cell-based, HEK293, calcium fluorescence. 0.18% of 220,000 active. activation, % at 3 µM. AID 1424, 2008. HEK293 zebrafish TRPN1-YFP, Fluo-8 calcium fluorescence; 100% = response to 87 µM carbachol;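 active means activation above its plate's cutoff, the mean activation of test wells on that plate plus 3 SD, cut at about 19% in these data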;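 further: 0% = DMSO alone and 100% = 87 µM carbachol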
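System: zebrafish TRPN1-YFP in HEK293 cells / Dosing: 3 µM single point / Timing: dye loading 1 h at 37 °C, then 30 min room temperature / Signal: Fluo-8 calcium fluorescence, excitation 470-495 nm, emission 515-575 nm / Read-out basis: percent activation from peak over basal fluorescence ratio, control-normalized / Control set: high carbachol 87 µM, low DMSO alone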
Wee1 degr inh: Wee1 degradation inhibitors, primary screen, cell-based, HeLa, Wee1K328M-luciferase, luminescence; Wee1-like protein kinase (Homo sapiens), P30291; HeLa Luc-Wee1K328M stability; 100% = proteasome inhibitor MG132 effect; AID 1321, 2008; 1.2% of 220,000 active; reporter increase, % at 5 µM;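 active means activation above the mean of all tested compounds plus 3 SD, set per screening run, cut at about 8.8% in these data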;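 further: cells exposed to compound for 20 h before luminescence read; 0% = DMSO alone and 100% = MG132 at 30 µM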
BaF3 parental: parental Ba/F3 cell viability inhibition, counter-screen for JAK2V617F inhibitor project, murine pro-B, CellTiter-Glo luminescence. 1.1% of 220,000 active. AID 1486, 2009. CellTiter-Glo ATP luminescence. inhibition, % at 5.6 µM;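 active means inhibition above a per-campaign cutoff, the mean inhibition of all tested compounds plus 3 SD, cut at about 27% in these data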;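 further: 0% = DMSO wells and 100% = JAK Inhibitor I control wells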
* = called active by the depositor; . = not tested or not shown. Compounds as they come; 6.8% or so of the library scored in one or more.

SMILES	PPC-1+TRAIL kill	TRPML3 agonist	TNF necrop inh	RBBP9 inhibitor	Ba/F3 V617F tox	CHOP inhibitor	zfTRPN1 agonist	Wee1 degr inh	BaF3 parental
O=C1CN(C(=O)COC(=O)C2CC(=O)N(Cc3ccco3)C2)c2ccccc2N1 (centres undefined)	8	0.1	-1.1	-6	1	25	2.1	1	3
O=S(=O)(c1ccc(F)cc1)N1CCN(c2ncnc3c2cnn3-c2ccccc2)CC1	22	0.6	0.6	-4	-2	25	-0.4	-2	7
Cc1ccc(Cn2c(NCCc3ccccc3)nc3c2c(=O)n(C)c(=O)n3C)cc1	3	-0.3	-1.3	-4	0	79*	-0.1	0	5
NS(=O)(=O)c1ccc(NC(=O)COc2ncnc3c2cnn3-c2ccccc2)cc1	28	0.2	2.0	-16	1	-14	1.1	-2	5
CCc1ccc(NC(=S)NCc2ccccc2)cc1	-6	1.6	-2.1	-1	4	0	-1.4	-3	0
CCOc1ccc(CN2CCN(Cc3cnn(CC)c3C)CC2CCO)cc1 (centres undefined)	13	1.0	0.6	-4	0	-6	-0.3	0	-1
O=S(=O)(c1ccc2c(c1)OCCO2)N1CCN(c2ncnc3sccc23)CC1	32	4.2	-5.3	-2	44*	63	8.7	-1	78*
O=C(CCCn1c(SCC(=O)c2ccc(O)c(O)c2)nc2ccccc2c1=O)NCC1CCCO1 (centres undefined)	1	0.3	-1.8	-14	4	14	0.6	-1	10
COc1ccc(C)cc1S(=O)(=O)N(CC(=O)Nc1cc([N+](=O)[O-])ccc1C)c1ccc(C)c(C)c1	7	0.1	1.2	-3	-5	-2	-1.2	5	1
Clc1ccc(C(c2nnnn2C2CCCC2)N2CCSCC2)cc1 (centres undefined)	7	0.2	1.0	-10	-1	26	-0.7	-1	2
O=C(Nc1ccc2c(c1)OCO2)C1CC(=O)N(c2ccc3c(c2)OCCO3)C1 (centres undefined)	8	0.1	0.9	-8	-1	24	-0.3	0	0
Cc1cccnc1Nc1nc(-c2ccc(O)c(O)c2)cs1	-21	-0.2	-12	25*	81*	-8	-0.7	2	25
COc1ccc(S(=O)(=O)N(CC(C)C)CC(C)C)c2cccnc12	11	-0.3	-3.0	-6	4	17	-0.7	3	8
O=C(O)CSCC(=O)Nc1ccc(Cl)cc1C(F)(F)F	14	0.7	-0.9	-10	2	0	1.2	-1	4
CCC(C(=O)Nc1ccc(C(=O)N2CCCC2)cc1)c1ccccc1 (centres undefined)	7	2.6	0.7	-7	0	22	6.4	3	4

Three of the entries above in order of the TRPML3 agonist value, smallest number first:
molecule	TRPML3 agonist	RBBP9 inhibitor	CHOP inhibitor	Wee1 degr inh
O=C1CN(C(=O)COC(=O)C2CC(=O)N(Cc3ccco3)C2)c2ccccc2N1 (centres undefined)	0.1	-6	25	1
O=S(=O)(c1ccc(F)cc1)N1CCN(c2ncnc3c2cnn3-c2ccccc2)CC1	0.6	-4	25	-2
CCC(C(=O)Nc1ccc(C(=O)N2CCCC2)cc1)c1ccccc1 (centres undefined)	2.6	-7	22	3

Carrying on:
SMILES	PPC-1+TRAIL kill	TRPML3 agonist	TNF necrop inh	RBBP9 inhibitor	Ba/F3 V617F tox	CHOP inhibitor	zfTRPN1 agonist	Wee1 degr inh	BaF3 parental
CCN(CC)S(=O)(=O)c1ccc(NC(=O)COC(=O)CN2C(=O)c3ccccc3C2=O)cc1	6	1.0	0.5	8	-4	17	-0.6	-2	-1
c1ccc(-c2cccc(-c3ccccn3)n2)nc1	4	-1.8	-14	-8	94*	.	-1.2	-4	85*
O=C(NC1CCCC1)c1nc2c(nnn2Cc2ccccc2Cl)c(=O)[nH]1	5	-0.9	0.3	-2	-4	31	-1.4	7	2
Cc1ccc2oc(=O)c3cc(C(=O)NCCCN4CCc5ccccc5C4)sc3c2c1	0	0.7	2.0	6	-5	-5	-0.9	3	2
COc1cc(NC(N)=S)c(OC)cc1Cl	-4	0.8	0.3	-4	1	-3	-0.5	0	1
O=C(c1ccc(F)cc1)N1CCC(N2CCOCC2)CC1	9	0.9	0.1	-6	-5	2	0.5	3	5
c1cncc(COC2CCCN(Cc3nc(-c4cccs4)no3)C2)c1 (centres undefined)	16	0.2	1.1	4	-4	12	-1.5	3	3
CCOc1cc2[nH]c(=S)n(CCCCC(=O)NCc3ccco3)c(=O)c2cc1OCC	20	0.9	1.2	-6	2	-24	2.0	-2	8
COc1ccc(C2=Nn3c(nnc3C3CCCCC3)SC2)cc1OC	24	-0.2	-6.4	-1	25*	8	0.8	-1	10
O=C(Nc1ccc(-c2nc3ncccc3o2)cc1)c1ccc(Br)o1	30	0.0	-1.3	-10	-2	103*	-0.9	-2	0
COc1ccc2cc(-c3[nH]ncc3CN3CCCCO3)ccc2c1	1	1.3	2.4	-8	-2	7	-0.8	-3	3
CCn1c(SCC(=O)NCc2ccco2)nnc1-c1ccc(N)cc1	0	0.4	-0.2	0	2	-8	1.6	-1	6
O=C(O)CCC(=O)N1CCc2cc(S(=O)(=O)N3CC=C(c4ccccc4)CC3)ccc21	26	-0.4	0.3	-7	-2	9	-0.2	-1	7
COc1ccc(-c2nc3cc(NC(=O)c4ccc5c(c4)OCO5)ccc3o2)cc1	1	0.6	-2.0	1	2	-33	0.7	-2	9
O=C(Cn1cnc2c(cnn2-c2ccc(F)cc2)c1=O)NCCc1ccccc1	.	0.4	1.0	1	0	14	0.4	0	4

Nothing new here: entries from further up.
SMILES	PPC-1+TRAIL kill	TRPML3 agonist	TNF necrop inh	RBBP9 inhibitor	Ba/F3 V617F tox	CHOP inhibitor	zfTRPN1 agonist	Wee1 degr inh	BaF3 parental
CCN(CC)S(=O)(=O)c1ccc(NC(=O)COC(=O)CN2C(=O)c3ccccc3C2=O)cc1	6	1.0	0.5	8	-4	17	-0.6	-2	-1
c1ccc(-c2cccc(-c3ccccn3)n2)nc1	4	-1.8	-14	-8	94*	.	-1.2	-4	85*

(listing goes on)
SMILES	PPC-1+TRAIL kill	TRPML3 agonist	TNF necrop inh	RBBP9 inhibitor	Ba/F3 V617F tox	CHOP inhibitor	zfTRPN1 agonist	Wee1 degr inh	BaF3 parental
COCCn1c(=O)[nH]c2cc(C(=O)NCCc3ccc(OC)c(OC)c3)ccc2c1=O	14	0.5	0.3	1	1	18	-0.5	0	3
Cc1ccccc1NS(=O)(=O)c1ccc(C(=O)OCC(=O)NCC(C)C)cc1	0	0.4	0.8	4	-1	3	1.8	-1	4
COc1ccc(Cc2nnc(Nc3c(C)cccc3C)o2)cc1OC	4	0.0	1.6	4	1	25	1.2	3	3
CC1=CC(C)C(C[N+]2(C)CCCCC2)C(C)C1 (centres undefined)	10	0.7	-1.1	-11	39*	8	1.3	1	61*
N#Cc1ccccc1Cn1c(=O)n(Cc2ccc(C(=O)NCc3ccco3)cc2)c(=O)c2ccccc21	2	-0.1	0.7	-7	3	27	-0.5	-2	7
CC(C)=NN/C(N)=N/C(=S)Nc1ccc(C)cc1	10	0.9	-0.1	-14	2	-8	0.9	-2	4
FC(F)(F)c1cnc(NNC(=S)Nc2ccc(Cl)cc2)c(Cl)c1	2	18*	0.0	-7	0	99*	26*	-2	4
Cc1cc(Sc2ncnc(N)c2[N+](=O)[O-])ncn1	18	-0.1	-15	-5	-4	106*	-1.1	0	2
CCCC(=O)NC1=C(C#N)C2(CCCCC2)Cc2ccccc21	-2	-0.2	-3.2	-13	4	38	-1.4	4	5
CNC(=S)NNC(=O)Cn1ccc(C)n1	-5	0.0	0.5	-5	-2	-15	-0.8	0	3
CCC(C)NC(=O)C1c2cc(OC)c(OC)cc2C(=O)N(C)C1c1cccs1 (centres undefined)	19	-0.1	-0.6	-2	-2	-14	-1.1	-3	4
O=C1Nc2ccccc2Oc2cc([N+](=O)[O-])cc(Oc3ccccc3)c21	-9	0.5	-5.8	-8	-5	21	-1.6	6	-1
COCCN(C(=O)CN1CCN(S(=O)(=O)c2ccc(F)cc2)CC1)c1c(N)n(Cc2ccccc2)c(=O)[nH]c1=O	-6	-0.5	0.9	-7	0	27	-1.6	3	6
Cc1ccc2oc(-c3ccc(NC(=O)c4cccnc4)cc3)nc2c1	-6	1.1	-8.8	-14	1	39	1.1	2	6
Cc1cccc2c1CC(C)(C)N=C2C1=C(O)CC(C)(C)CC1=O	21	0.3	-1.2	2	-2	-45	0.1	-2	-3
Cc1cc(=O)n2[nH]c(-c3ccsc3-n3c(C)ccc3C)cc2n1	1	0.2	-1.4	6	-3	9	-0.9	-4	-5
CC1CC(=O)C2=C(C1)Nc1ccccc1SC2c1ccc(F)cc1 (centres undefined)	22	0.3	1.4	-4	-1	12	0.1	1	6
CC1(C)CC(=O)c2sc(NC(=O)CN3CCOCC3)nc2C1	-22	0.5	-0.2	3	-5	13	-0.3	-1	0
CS(=O)(=O)NCCSc1nnnn1-c1ccccc1	9	0.1	0.0	8	2	32	-0.1	-2	2
CCc1ccc(-c2cc(C(F)(F)F)n3nc(C(=O)Nc4cnn(Cc5ccc(C)cc5)c4)cc3n2)s1	1	-0.2	0.3	-9	2	4	-0.5	-3	8
O=C1CN(C(=O)COc2ccccc2F)c2ccccc2N1	13	0.6	2.7	-9	-2	-7	0.5	-2	3
CCCCNC(=S)N(C)/N=C/c1c(F)c(F)c(F)c(F)c1F	14	-0.1	-1.7	-4	4	22	0.6	-2	4
CCCC(C)NC(=O)CSc1nnc(-c2c[nH]c3ccccc23)o1 (centres undefined)	14	-0.5	1.9	-3	5	1	-0.3	2	5

Entries of single compounds from above:
Cc1cc(=O)n2[nH]c(-c3ccsc3-n3c(C)ccc3C)cc2n1 is entered as PPC-1+TRAIL kill: 1; TRPML3 agonist: 0.2; TNF necrop inh: -1.4; RBBP9 inhibitor: 6; Ba/F3 V617F tox: -3; CHOP inhibitor: 9; zfTRPN1 agonist: -0.9; Wee1 degr inh: -4; BaF3 parental: -5
CS(=O)(=O)NCCSc1nnnn1-c1ccccc1 is entered as PPC-1+TRAIL kill: 9; TRPML3 agonist: 0.1; TNF necrop inh: 0.0; RBBP9 inhibitor: 8; Ba/F3 V617F tox: 2; CHOP inhibitor: 32; zfTRPN1 agonist: -0.1; Wee1 degr inh: -2; BaF3 parental: 2
